High-throughput results (PubChem)
thrombin 1536: thrombin (human) inhibition | alpha-thrombin, Boc-VPR-AMC fluorogenic substrate cleavage | AID 1046 | inhibition, % at 5 µM | P00734 | 0.26% of 220,000 active;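 active = inhibition at or above 40%; inactive = inhibition below 40%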;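 also: 0% = enzyme with no compound and 100% = wells without enzyme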
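Material: human alpha-thrombin protein. Incubation: reaction at ambient temperature. Technique: fluorescence of released AMC, ex 355 nm, em 460 nm. Control set: no-compound enzyme wells and no-enzyme blanks. Also added: Boc-VPR-AMC substrate, 15 µM final. Buffer or medium: pH 7.5 Tris (50 mM) with NaCl 150 mM, Tween 20 0.05%.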
Cl transport mod: modulates chloride dependent transport by human KCC2 | Q9H2X9 | KCC2 cells, thallium flux FluoZin-2 fluorescence | B-score of Tl+ flux slope (higher = more flux/activation; lower = inhibition) at 10 µM | 2.2% of 190,000 active | AID 1456;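 active = thallium flux slope and its plate-corrected score both differing from the plate sample mean at a set confidence after two filtering rounds, in either direction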;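 also: slope of fluorescence scaled to starting intensity during 10 to 20 s after thallium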
FXIa inh: blocks human coagulation factor XIa protease activity. P03951. purified FXIa, Boc-Glu-Ala-Arg-AMC fluorogenic substrate. inhibition, % at 5 µM. 0.14% of 220,000 active. AID 798;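 active = inhibition of at least 40%; inactive = inhibition below 40%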;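 also: fluorescence of freed AMC excited at 355 nm; 0% = enzyme without compound and 100% = no enzyme blank; many of its hits are not listed in these tables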
FXIIa inh: factor XIIa (human) inhibition; purified FXIIa, Boc-QGR-AMC fluorogenic substrate, 2 h; inhibition, % at 5 µM; 0.3% of 220,000 active; in the data active = inhibition above about 40%;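 also: 0% = enzyme with no compound and 100% = blank without enzyme; many of its hits are not listed in these tables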
TNF death inh: blocks TNF-alpha induced death of Jurkat FADD-/- cells; Jurkat FADD-/- TNF necroptosis rescue, ATP luminescence, 24 h; 0 = TNF only, 100 = no-TNF cells; activation (protection from cell death), % at 10 µM; 0.068% of 220,000 active; AID 463075;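 active = activation, meaning protection from cell death, of at least 50% relative to plate controls; inactive = activation below 50%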;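 also: necroptosis triggered by 40 ng/mL TNF-alpha added together with compound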
zVAD death inh: L929 zVAD cell death inhibition | L929 zVAD necroptosis rescue, ATP luminescence, 24 h; with zVAD 60 µM | viability rescue, % at 10 µM | 0.38% of 220,000 active;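 active = activation, scaled between plate controls, above about 75%, limit read from the data; inactive = activation under that limit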;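 also: 0% = zVAD with DMSO and 100% = DMSO alone without zVAD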
Hck Nef HTS: blocks Nef-activated human Hck kinase; inhibition, % at 20 µM; P08631; 0.68% of 220,000 active; Recombinant Hck-YEEI plus Nef, Z-Lyte FRET kinase assay;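 active = Hck-Nef kinase inhibition above about 50%, limit read from the data; inactive = inhibition below that limit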;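 also: 0% = DMSO with Hck plus Nef and 100% = Hck alone without Nef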
Target sequence (P08631 whole entry, looked up): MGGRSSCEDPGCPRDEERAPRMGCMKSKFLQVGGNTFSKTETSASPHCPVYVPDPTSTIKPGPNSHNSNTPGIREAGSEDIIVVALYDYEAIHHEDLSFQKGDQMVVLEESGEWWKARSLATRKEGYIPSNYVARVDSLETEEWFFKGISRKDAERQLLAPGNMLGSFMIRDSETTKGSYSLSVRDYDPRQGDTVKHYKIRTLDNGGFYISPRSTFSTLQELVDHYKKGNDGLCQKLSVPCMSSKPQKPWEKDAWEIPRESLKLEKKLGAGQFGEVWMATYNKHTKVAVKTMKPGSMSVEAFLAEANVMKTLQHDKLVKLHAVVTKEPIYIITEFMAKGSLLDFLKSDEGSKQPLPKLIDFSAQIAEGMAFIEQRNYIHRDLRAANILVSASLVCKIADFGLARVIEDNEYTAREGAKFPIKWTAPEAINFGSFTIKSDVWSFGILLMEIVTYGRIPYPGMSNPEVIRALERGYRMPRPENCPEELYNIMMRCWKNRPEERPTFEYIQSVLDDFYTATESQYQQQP
Rad51 HR inh: Rad51 (human) homologous recombination inhibition | Q06609 | hRad51 DNA strand exchange, fluorescence dequenching | inhibition, % at 10 µM | 0.085% of 200,000 active | AID 1385;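 active = inhibition above 40% at the single screening dose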;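 also: 0% = DMSO control wells and 100% = blanks with heterologous ssDNA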
Target sequence (Q06609 whole entry, looked up): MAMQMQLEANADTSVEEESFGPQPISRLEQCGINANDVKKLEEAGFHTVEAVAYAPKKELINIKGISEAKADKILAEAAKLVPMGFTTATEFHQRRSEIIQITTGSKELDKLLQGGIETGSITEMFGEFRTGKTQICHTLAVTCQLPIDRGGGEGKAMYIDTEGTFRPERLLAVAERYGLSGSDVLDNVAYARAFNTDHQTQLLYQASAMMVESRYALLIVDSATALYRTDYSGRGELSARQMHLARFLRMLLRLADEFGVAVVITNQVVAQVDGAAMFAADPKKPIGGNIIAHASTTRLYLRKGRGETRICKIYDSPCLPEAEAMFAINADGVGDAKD
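Read-out basis: percent inhibition relative to plate controls and blanks / Assay system: human Rad51 nucleoprotein filaments preassembled on unlabelled ssDNA / Timing: filaments 15 min 37 °C, then compound 30 min / Control set: per-plate controls and blanks / Technique: fluorescence dequenching at 485/520 nm / Compound: 10 µM final, single point / Also added: Fluorescein- and BHQ1-tagged 47-mer duplex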
hK5 inh: kallikrein 5 (human) inhibition | 0.59% of 210,000 active | inhibition, % at 5 µM | AID 873 | recombinant hK5, fluorogenic AMC substrate cleavage | Q9Y337;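 active = inhibition of 40% or more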;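 also: 0% = enzyme controls without compound and 100% = no-enzyme blanks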
Target sequence (Q9Y337 67-293 limits assumed): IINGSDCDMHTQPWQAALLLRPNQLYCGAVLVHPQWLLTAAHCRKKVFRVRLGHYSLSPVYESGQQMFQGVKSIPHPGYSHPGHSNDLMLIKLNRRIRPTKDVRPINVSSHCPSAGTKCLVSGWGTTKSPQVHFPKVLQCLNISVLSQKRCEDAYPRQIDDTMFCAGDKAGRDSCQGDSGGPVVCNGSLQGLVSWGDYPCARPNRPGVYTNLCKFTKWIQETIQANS
Numbers without * were called inactive; & = joins results of further samples. These rows are one share of the data; count on the stated rates, not on these rows.

Preview (three entries):
For COc1ccc(/C=C/C(=O)Nc2cc(F)ccc2C)cc1S(=O)(=O)N1CCOCC1 the results were thrombin 1536 5, Cl transport mod 0.73, FXIa inh 1, FXIIa inh 7, TNF death inh 0.0, zVAD death inh 5.3, Hck Nef HTS 25, Rad51 HR inh -9 and hK5 inh 0.
CCC(=O)Nc1ccccc1C(=O)N1CCCC1 was read as thrombin 1536 -5, FXIa inh -2, FXIIa inh 1, TNF death inh 0.8, zVAD death inh -0.2, Hck Nef HTS -2, Rad51 HR inh 0 and hK5 inh 0.
Screening CCCCCCn1c(N)c(C#N)c2ccc([N+](=O)[O-])cc2c1=O returned thrombin 1536 -8, Cl transport mod -0.74, FXIa inh 2, FXIIa inh 11, TNF death inh -9.8, zVAD death inh 2.2, Hck Nef HTS 17, Rad51 HR inh -20 and hK5 inh 3.

Main list, repeating the preview:
For COc1ccc(/C=C/C(=O)Nc2cc(F)ccc2C)cc1S(=O)(=O)N1CCOCC1 the results were thrombin 1536 5, Cl transport mod 0.73, FXIa inh 1, FXIIa inh 7, TNF death inh 0.0, zVAD death inh 5.3, Hck Nef HTS 25, Rad51 HR inh -9 and hK5 inh 0.
CCC(=O)Nc1ccccc1C(=O)N1CCCC1 was read as thrombin 1536 -5, FXIa inh -2, FXIIa inh 1, TNF death inh 0.8, zVAD death inh -0.2, Hck Nef HTS -2, Rad51 HR inh 0 and hK5 inh 0.
Screening CCCCCCn1c(N)c(C#N)c2ccc([N+](=O)[O-])cc2c1=O returned thrombin 1536 -8, Cl transport mod -0.74, FXIa inh 2, FXIIa inh 11, TNF death inh -9.8, zVAD death inh 2.2, Hck Nef HTS 17, Rad51 HR inh -20 and hK5 inh 3.
`CCOc1ccc(NC(=O)C(C)SC(N)=O)cc1` (stereo not drawn) gave thrombin 1536 6, FXIa inh 21, FXIIa inh 31, TNF death inh 0.6, zVAD death inh 3.0, Hck Nef HTS 0, Rad51 HR inh -4 and hK5 inh -21.
O=C(N/N=C/C1CC=CCC1)c1cc(Br)ccc1O (stereo not drawn) was read as thrombin 1536 -2, Cl transport mod 0.55, FXIa inh 4, FXIIa inh 7, TNF death inh 1.4, zVAD death inh 0.3, Hck Nef HTS 2, Rad51 HR inh 19 and hK5 inh -22.
`Cc1ccccc1C(=O)O/N=C(\c1ccccc1)c1ccccn1` gave thrombin 1536 -1, Cl transport mod 0, FXIa inh 8, FXIIa inh 13, TNF death inh 2.3, zVAD death inh 1.7, Hck Nef HTS 3 and hK5 inh -22.
`CCOc1cc(/C=C(/C#N)c2ccc(F)cc2)ccc1OCc1ccc(C(=O)O)o1` gave thrombin 1536 13, Cl transport mod -4.9*, FXIa inh 6, FXIIa inh -6, TNF death inh 1.6, zVAD death inh 0.6, Hck Nef HTS 27, Rad51 HR inh 11 and hK5 inh 3.
For O=C(CN1CCN(Cc2ccccc2Cl)CC1)N/N=C/C=C\c1ccccc1[N+](=O)[O-] the results were thrombin 1536 -6, Cl transport mod -0.4, FXIa inh 8, FXIIa inh 15, TNF death inh 1.0, zVAD death inh 0.0, Hck Nef HTS 2, Rad51 HR inh -10 and hK5 inh -38.
For CS(=O)(=O)N(CC(=O)Nc1ccccc1Sc1ccccc1)C1CCCCC1 the results were thrombin 1536 -7, Cl transport mod 0.3, FXIa inh -3, FXIIa inh 4, TNF death inh 7.6, zVAD death inh -0.3, Hck Nef HTS 3, Rad51 HR inh 0 and hK5 inh 0.
`COCC(C)n1c(-c2ccc3c(c2)NC(=O)CO3)csc1=Nc1ccc(OC(F)F)cc1` (stereo not drawn) gave thrombin 1536 0, Cl transport mod 2.2, FXIa inh -1, FXIIa inh 13, TNF death inh -13, zVAD death inh 0.5, Hck Nef HTS 0, Rad51 HR inh 7 and hK5 inh -16.
`Nc1nc(NCc2ccccc2)nc(Nc2cccc(F)c2)c1[N+](=O)[O-]` gave thrombin 1536 1, FXIa inh 13, FXIIa inh 14, TNF death inh -2.7, zVAD death inh 0.1, Hck Nef HTS 2, Rad51 HR inh 11 and hK5 inh -2.
Cc1ccc(CN2C(=NC(=O)CCC(=O)O)SC3CS(=O)(=O)CC32)cc1 (stereo not drawn) was read as thrombin 1536 -2, Cl transport mod -0.32, FXIa inh 1, FXIIa inh -2, TNF death inh 3.5, zVAD death inh 0.9, Hck Nef HTS 12, Rad51 HR inh -2 and hK5 inh 0.
Screening CC(=O)c1c(C)[nH]c(C(=O)CSc2nc3ccc(C)cc3[nH]2)c1C returned thrombin 1536 -2, Cl transport mod 0.028, FXIa inh 0, FXIIa inh 9, TNF death inh 0.4, zVAD death inh 0.1, Hck Nef HTS 0, Rad51 HR inh 5 and hK5 inh 4.
For CCOc1ccccc1NS(=O)(=O)c1ccc(Br)s1 the results were thrombin 1536 -2, FXIa inh 3, FXIIa inh 17, TNF death inh -1.3, zVAD death inh -0.2, Hck Nef HTS 1, Rad51 HR inh -1 and hK5 inh 4.
`COc1cc(NC(=O)CN2CCN(c3ccccc3O)CC2)c(C)cc1[N+](=O)[O-]` gave thrombin 1536 -5, Cl transport mod 0.012, FXIa inh 7, FXIIa inh 16, TNF death inh 1.7, zVAD death inh 0.7, Hck Nef HTS 5, Rad51 HR inh 15 and hK5 inh -13.
`COc1ccc(OC)c(NC(=O)CSc2nnc(Cc3cccn3C)n2CCc2ccccc2)c1` gave thrombin 1536 1, FXIa inh 6, FXIIa inh 16, TNF death inh 2.4, zVAD death inh -0.3, Hck Nef HTS 8, Rad51 HR inh 1 and hK5 inh 6.
CN1C(=O)S/C(=C/c2ccccc2OCc2ccc(C(=O)O)cc2)C1=O was read as thrombin 1536 -3, Cl transport mod -4.3*, FXIa inh 5, FXIIa inh 11, TNF death inh 1.1, zVAD death inh 46, Hck Nef HTS 24, Rad51 HR inh -2 and hK5 inh 1.
For O=C(CN1C(=O)CCC1=O)Nc1cccc2c1C(=O)NC2=O the results were thrombin 1536 -3, Cl transport mod 0.12, FXIa inh -4, FXIIa inh 5, TNF death inh 0.8, zVAD death inh 0.6, Hck Nef HTS -6, Rad51 HR inh 2 and hK5 inh 0.
For Cn1c(=O)oc2cc(S(=O)(=O)N3CCN(c4ccccn4)CC3)ccc21 the results were thrombin 1536 2, Cl transport mod 0.38, FXIa inh 17, FXIIa inh 23, TNF death inh 0.5, Hck Nef HTS -4, Rad51 HR inh 6 and hK5 inh -15.
Cc1ccccc1CSc1nnc(Cn2c(=O)sc3ccccc32)n1C was read as thrombin 1536 0, Cl transport mod -0.019, FXIa inh -1, FXIIa inh 8, TNF death inh 1.7, zVAD death inh 4.5, Hck Nef HTS -2, Rad51 HR inh -1 and hK5 inh -5.
For COc1ccc(-n2cc(CNCCN3CCOC3=O)c(-c3ccccc3Cl)n2)cc1 the results were thrombin 1536 4, Cl transport mod -0.51, FXIa inh 2, FXIIa inh 10, TNF death inh 0.9, zVAD death inh -0.3, Hck Nef HTS 19, Rad51 HR inh 4 and hK5 inh 0.
COc1ccc(N(C(C)C(=O)N2CCC(Cc3ccccc3)CC2)S(C)(=O)=O)cc1 (stereo not drawn) was read as thrombin 1536 -2, Cl transport mod -3.6*, FXIa inh -4, FXIIa inh 5, TNF death inh -5.3, zVAD death inh -0.4, Hck Nef HTS 23, Rad51 HR inh 3 and hK5 inh 8.
For CCOC(=O)C(NC(=O)c1cccc(Cl)c1)(Nc1nnc(C)s1)C(F)(F)F (stereo not drawn) the results were thrombin 1536 -4, Cl transport mod 0.0058, FXIa inh -2, FXIIa inh 5, TNF death inh 1.2, Hck Nef HTS -3 and hK5 inh -11.
Screening O=C(Nc1cccc2nsnc12)c1cccs1 returned thrombin 1536 -6, Cl transport mod -0.22, FXIa inh -4, FXIIa inh 11, TNF death inh -5.5&-2.8, zVAD death inh 0.3&0.5, Hck Nef HTS 4&3, Rad51 HR inh -3&5 and hK5 inh -7.
Screening CCOC(=O)CCCC(=O)N1CCOCCOCCOCC1 returned thrombin 1536 2, Cl transport mod -0.24, FXIa inh 8, FXIIa inh 7, TNF death inh 1.7, zVAD death inh -0.1, Hck Nef HTS 14, Rad51 HR inh -14 and hK5 inh -3.
For C=CCNC(=S)NNC(=O)CCC(O)COCCC(C)C (stereo not drawn) the results were thrombin 1536 -9, Cl transport mod 0.089, FXIa inh -5, FXIIa inh 1, TNF death inh 0.5, zVAD death inh 0.9 and Hck Nef HTS 38.
CC(OC(=O)c1cc2c(s1)CCCCC2)C(=O)NC(N)=O (stereo not drawn) was read as thrombin 1536 -12, Cl transport mod -0.0075, FXIa inh -7, FXIIa inh -1, TNF death inh 0.9, zVAD death inh -0.9, Hck Nef HTS 2, Rad51 HR inh -3 and hK5 inh 2.
For O=C1N(Cc2cccc(Cl)c2)C[C@@H]2C[C@@H](c3cccn3-c3ccccn3)N3CCC[C@@]123 the results were thrombin 1536 0, Cl transport mod 0.93, FXIa inh -2, FXIIa inh 10, TNF death inh 1.6, zVAD death inh -2.0, Hck Nef HTS 20, Rad51 HR inh 0 and hK5 inh 2.
For O=C(O)CCCC(=O)N1N=C(c2c(-c3ccccc3)c3cc(Cl)ccc3[nH]c2=O)CC1c1cccs1 (stereo not drawn) the results were thrombin 1536 -6, Cl transport mod 0.86, FXIa inh -8, FXIIa inh 6, TNF death inh 1.5, zVAD death inh 3.1, Hck Nef HTS 2, Rad51 HR inh 5 and hK5 inh 5.
Screening COC(=O)C1=C(C)N(C)C(=O)NC1c1cc2c(cc1[N+](=O)[O-])OCO2 (stereo not drawn) returned thrombin 1536 3, Cl transport mod 0.22, FXIa inh -5, FXIIa inh -3, TNF death inh 0.4, zVAD death inh 1.6, Hck Nef HTS -6, Rad51 HR inh -9 and hK5 inh -12.
O=C(c1cc2ncc(Br)cn2n1)N1CCOCC1 was read as thrombin 1536 -1, FXIa inh 1, FXIIa inh 12, TNF death inh 1.2, zVAD death inh 0.1, Hck Nef HTS 1, Rad51 HR inh 0 and hK5 inh -2.
For Cn1c(C(=O)NCCOc2ccccc2Cl)cc(=O)n(C)c1=O the results were thrombin 1536 -3, Cl transport mod 1.2, FXIa inh 17, FXIIa inh 6, TNF death inh -0.3, zVAD death inh 0.5, Hck Nef HTS -3, Rad51 HR inh -5 and hK5 inh -16.
For Cc1cc(C)n2ncc(S(=O)(=O)c3ccccc3)c2n1 the results were thrombin 1536 -9, Cl transport mod 0.41, FXIa inh -5, FXIIa inh 6, TNF death inh -0.7, zVAD death inh 0.6, Hck Nef HTS 17, Rad51 HR inh 0 and hK5 inh 12.
`CCC(C)C(NC(=O)C(N)CC(C)C)C(=O)NC(CCC(=O)OCc1ccccc1)C(N)=O` (stereo not drawn) gave thrombin 1536 10, Cl transport mod 1.2, FXIa inh 12, FXIIa inh 24, TNF death inh -1.1, zVAD death inh -0.1, Hck Nef HTS -20, Rad51 HR inh 9 and hK5 inh -6.
CCN(C(=O)Cn1c(=O)n(Cc2ccccc2)c(=O)c2ccccc21)c1cccc(C)c1 was read as thrombin 1536 6, FXIa inh 10, FXIIa inh 18, TNF death inh 0.8, zVAD death inh 0.2, Hck Nef HTS 1, Rad51 HR inh -3 and hK5 inh -24.
